HTR1A agonist = human 5-HT1a receptor agonists, primary screen, cell-based, CHO, Ga15 NFAT-bla reporter; 5-hydroxytryptamine receptor 1A (Homo sapiens), P08908; CHO 5-HT1a Ga15 NFAT-bla reporter, FRET ratio; 0% basal, 100% maximal reference agonist; activation, % at 10 µM; actives 0.56% (n = 65,000);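 active means activation above the screen-wide mean activation plus 3 SD, cut at about 19% in these data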;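 further: 0% = DMSO wells and 100% = 5-CT at EC100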
Target sequence (P08908 whole entry, looked up): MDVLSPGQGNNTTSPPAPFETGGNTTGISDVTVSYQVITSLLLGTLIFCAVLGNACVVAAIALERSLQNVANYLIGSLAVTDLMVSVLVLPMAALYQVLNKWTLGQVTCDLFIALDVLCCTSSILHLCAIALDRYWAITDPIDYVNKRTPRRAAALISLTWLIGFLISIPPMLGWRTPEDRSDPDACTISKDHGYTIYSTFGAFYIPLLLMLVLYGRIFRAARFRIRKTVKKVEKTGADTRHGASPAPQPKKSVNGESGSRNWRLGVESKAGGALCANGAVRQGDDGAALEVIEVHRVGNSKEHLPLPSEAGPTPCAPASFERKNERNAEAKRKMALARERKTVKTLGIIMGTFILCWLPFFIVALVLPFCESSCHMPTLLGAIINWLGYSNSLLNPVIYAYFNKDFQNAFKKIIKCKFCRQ
Jurkat tox 60K = cytotoxicity toward Jurkat T cells, primary screen, cytotoxicity control, cell-based, Jurkat E6.1, 60K MLSMR library; actives 1.2% (n = 56,000); inhibition, % at 4 µM; Jurkat E6.1 viability, ATP luminescence, 48 h; AID 463, 2006;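 active means inhibition above the mean inhibition of all tested compounds plus 3 SD, cut at about 28% in these data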
M1 antagonist = antagonists of rat M1 muscarinic receptor | Muscarinic acetylcholine receptor M1 (Rattus norvegicus), P08482 | CHO-M1 cells, Fluo-4 calcium, ACh EC80 antagonist mode; active compounds read low | B-score at 10 µM | actives 3.4% (n = 64,000);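 active means calcium fluorescence response, raw or row-and-column corrected B-score, differing from the plate sample mean either way at a set confidence level, mostly lower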
5HT1E antag = 5-HT1E receptor antagonists, primary screen, cell-based, HTS; 5-hydroxytryptamine receptor 1E (Homo sapiens), P28566; CHO 5-HT1E Ga15 NFAT-bla reporter, FRET, antagonist; inhibition, % at 6 µM; actives 0.99% (n = 65,000); AID 571, 2007;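 active means inhibition above a set limit, the mean inhibition across every tested compound plus 3 SD, cut at about 29% in these data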;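 further: signal is the 460 over 535 nm emission ratio of beta-lactamase substrate; 0% = agonist plus DMSO wells and 100% = wells without agonist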
5HT1E ag = 5-HT1E receptor agonists, primary screen, cell-based, HTS | 5-hydroxytryptamine receptor 1E (Homo sapiens), P28566 | CHO 5-HT1E Ga15 NFAT-bla reporter, FRET; 0% DMSO wells, 100% control agonist wells | activation, % at 6 µM | actives 0.69% (n = 65,000);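 active means activation above a set limit, the screen-wide mean activation plus 3 SD, cut at about 8.5% in these data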;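 further: 100% = positive control agonist at 1 µM giving full maximal response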
5-HT1A blocker = human 5-HT1a receptor antagonists, primary screen, cell-based, CHO, Ga15 NFAT-bla reporter; AID 612, 2007; CHO 5-HT1a Ga15 NFAT-bla reporter, antagonist mode; actives 0.68% (n = 62,000); 5-hydroxytryptamine receptor 1A (Homo sapiens), P08908; inhibition, % at 10 µM;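 active means inhibition above the mean of all tested compounds plus 3 SD, cut at about 43% in these data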;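 further: receptor stimulated by 5-CT agonist at 100 nM near EC80; beta-lactamase reporter measured by ratiometric fluorescence of a cleavable substrate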
M1 ag = M1 muscarinic receptor agonists, primary screen, CHO-M1 cells, Fluo-4 calcium, agonist mode | Muscarinic acetylcholine receptor M1 | Fluo-4 calcium fluorescence; active compounds read high | B-score at 10 µM | actives 3% (n = 64,000) | AID 626, 2007;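 active means fluorescence rise, raw or as B-score row- and column-corrected plate score, outside the 99.7% band of its plate's samples, either direction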
S1P3 ag = human S1P3 receptor agonists, primary screen, cell-based, primary and confirmation, NFAT-BLA reporter; Sphingosine 1-phosphate receptor 3 (Homo sapiens), Q99500; S1P3 NFAT-BLA reporter cells, agonism, FRET ratio; relative to 1 µM S1P, basal subtracted; activation, % at 4.5 µM; actives 0.1% (n = 60,000);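 active means activation above the screen-wide mean plus 3 SD, cut at about 4.5% in these data, passing the limit was not always enough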; further: some compounds called inactive have numbers as strong as hits
Target sequence (Q99500 whole entry, looked up): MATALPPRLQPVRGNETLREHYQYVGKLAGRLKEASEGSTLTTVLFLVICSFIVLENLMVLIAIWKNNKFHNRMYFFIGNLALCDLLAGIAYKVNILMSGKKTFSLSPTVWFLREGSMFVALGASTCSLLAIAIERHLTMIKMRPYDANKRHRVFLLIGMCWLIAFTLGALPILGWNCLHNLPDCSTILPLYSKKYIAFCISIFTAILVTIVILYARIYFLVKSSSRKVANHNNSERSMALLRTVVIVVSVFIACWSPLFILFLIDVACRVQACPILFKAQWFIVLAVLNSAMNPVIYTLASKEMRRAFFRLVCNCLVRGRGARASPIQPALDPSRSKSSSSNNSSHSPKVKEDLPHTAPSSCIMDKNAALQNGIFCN
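material = human S1P3 NFAT-BLA reporter CHO cells | schedule = 4 h compound at 37 °C, 2 h substrate at RT | measured by = fluorescent BLA substrate, ex 405 nm, em 460/535 nm ratio | controls = 1 µM S1P reference | replication = primary once, confirmation triplicate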
S1P1 ag pot = S1P1 agonists and agonism potentiators, primary screen, cell-based, primary and confirmation screens, CRE-bla reporter | actives 0.57% (n = 56,000) | activation, % at 9.5 µM | S1P1 CRE-bla cells, forskolin, beta-lactamase FRET, potentiator mode; S1P1 agonist co-added at EC20, 2 nM; 100% = saturating reference agonist, 0% = basal | AID 449, 2006 | Sphingosine 1-phosphate receptor 1 (Homo sapiens), P21453;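 active means activation above a cutoff set at the mean activation of all tested compounds plus 3 SD, cut at about 54% in these data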;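 further: forskolin at 4 µM as EC80 and the EC20 agonist is SEW2871; 100% = SEW2871 at its EC100 plus forskolin at EC80; some compounds past the cut are filed as inactive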
Active calls of the source: *; · = no result given.

SMILES	HTR1A agonist	Jurkat tox 60K	M1 antagonist	5HT1E antag	5HT1E ag	5-HT1A blocker	M1 ag	S1P3 ag	S1P1 ag pot
COc1ccccc1-c1nnc2sc(COc3ccc(Cl)cc3)nn12	-3.3	5	-0.24	3	0.0	12	0.69	0.0	-2
O=C(c1nc(-c2ccccc2)n(-c2ccccc2)n1)N1CCCCCC1	-1.3	2	0.025	-20	1.3	-2	0.58	-0.3	-1
COc1cccc(CN(C)CC(=O)NC(=O)NCc2ccco2)c1	-3.3	-3	-0.49	14	0.3	-4	-0.62	-0.8	-11
Nc1ccc2c(c1)COc1ccccc1O2	-2.4	20	0.031	0	-0.3	14	-0.12	-0.9	·
COc1ccc(Cl)cc1NS(=O)(=O)c1ccc(S(=O)(=O)N2CCCC2)cc1	-1.7	3	-0.038	6	-0.5	10	-1.3	0.7	29
C[N+]1(CCOS(=O)C23CC4CC(CC(C4)C2)C3)CCOCC1 (configuration not stated)	-2.8	0	0.039	-1	-0.3	-4	-0.037	-0.5	16
COc1ccccc1C(=O)NC(C)C(c1cccs1)N1CCN(C)CC1 (configuration not stated)	-1.8	-7	-0.62	-6	0.8	-4	-0.21	0.3	-1
C=C(C)CSC1=C(C#N)C(c2ccccc2Cl)CC(=O)N1 (configuration not stated)	-0.8	-2	-0.23	3	-1.3	1	-0.095	-0.6	3
O=C(O)CCSc1nc2ccccc2n1CCOc1ccccc1	1.4	-4	-0.16	-12	-0.2	-2	-1.2	-1.3	18
CC1COC2C(O1)N(S(C)(=O)=O)CCN2S(C)(=O)=O (configuration not stated)	-1.2	-2	-0.085	1	-0.1	-14	0.18	-1.9	-8
CCOC(=O)C1CCCN(c2c(N3CCN(c4ccccn4)CC3)c(=O)c2=O)C1 (configuration not stated)	-1.0	1	-0.45	9	0.0	7	0.51	-0.7	-7
CCNc1nc(N2CCCCC2)nc(-n2nnc(C(=O)OCC)c2C)n1	-0.9	6	0.012	14	1.3	-7	0.31	-0.9	0
N#CCC(=O)NCCCOC(=O)Nc1ccc(Cl)c(Cl)c1	-1.5	11	-0.49	16	-0.1	8	-0.98	-1.7	30
CCCCn1c(SCN2C(=O)c3ccccc3C2=O)nc2cc(S(N)(=O)=O)ccc21	-0.1	-6	-0.13	-4	0.7	-6	1.5	0.9	-6
CCc1cc(C(=O)c2ccccc2OC)c(N)s1	-0.8	-3	0.18	-10	-0.8	11	0.85	-0.4	18
CNC(=O)CSCCn1c(SCC(=O)NC)nc2ccccc2c1=O	-3.0	11	0.15	2	-0.3	2	0.99	0.6	1
CCOCc1nc(C)c(Cl)c(NS(=O)(=O)c2ccc(N)cc2)n1	-1.0	5	1.8	3	-0.5	-6	0.27	-1.2	13
CCOC(=O)C1=C(C)N(C)C(C)=C(C(=O)OCC)C1c1cccnc1	-0.9	0	-0.65	7	0.3	22	1.6	-0.5	·
O=C(Nc1ccc(Cl)cn1)c1ccc(COCC(F)(F)C(F)F)o1	-0.9	-1	-0.95	-7	-0.1	5	-0.081	-1.1	-5
CCOc1ccccc1N1CC(C(=O)Nc2ccccc2N2CCOCC2)CC1=O (configuration not stated)	-2.2	-4	-0.31	4	-0.7	-1	-0.66	-0.6	1

Three compounds drawn at random from the list so far, as already listed:
SMILES	HTR1A agonist	Jurkat tox 60K	M1 antagonist	5HT1E antag	5HT1E ag	5-HT1A blocker	M1 ag	S1P3 ag	S1P1 ag pot
CCOC(=O)C1=C(C)N(C)C(C)=C(C(=O)OCC)C1c1cccnc1	-0.9	0	-0.65	7	0.3	22	1.6	-0.5	·
CCc1cc(C(=O)c2ccccc2OC)c(N)s1	-0.8	-3	0.18	-10	-0.8	11	0.85	-0.4	18
CCOc1ccccc1N1CC(C(=O)Nc2ccccc2N2CCOCC2)CC1=O (configuration not stated)	-2.2	-4	-0.31	4	-0.7	-1	-0.66	-0.6	1

Additional records follow.
SMILES	HTR1A agonist	Jurkat tox 60K	M1 antagonist	5HT1E antag	5HT1E ag	5-HT1A blocker	M1 ag	S1P3 ag	S1P1 ag pot
COCCCN1CC23C=CC(O2)C(C(=O)O)C3C1=O (configuration not stated)	-1.7	4	-0.022	-2	-1.0	12	-0.44	-0.1	-10
CC(=O)COc1ccc2c3c(c(=O)oc2c1C)CCCCC3	5.9	-9	-1.6	1	2.9	-25	-0.33	1.1	-11
Cn1c(=O)n(CCc2ccccc2)c(=O)c2c1nc1n2CCCN1c1ccccc1	2.2	·	0.23	-4	0.7	-10	0.61	·	·
CCC(=O)N(Cc1cc2c(C)cc(C)cc2[nH]c1=O)C1CCCCC1	0.1	9	0.39	-6	0.1	-11	0.067	0.0	-1
Cc1ccc(C)c(N2CCN(Cc3nnnn3C3CCCCC3)CC2)c1	1.8	-4	0.0041	-9	42*	26	10*	-1.0	-10
Cc1ccccc1-n1c(C)nc2ccccc21	1.1	0	-0.34	-7	1.0	-1	0.029	-0.3	·
Cc1ccccc1NS(=O)(=O)c1cc(C(N)=O)ccc1C	-1.3	9	-0.24	-13	1.6	-6	0.25	-0.2	6
Cc1cc2oc(C(=O)NCc3ccncc3)c(C)c2cc1C	-0.4	9	-0.26	10	-0.3	-11	0.2	-1.0	1
Cc1cc(=O)oc2cc3c(cc12)OCCO3	-1.1	-7	-0.25	-3	-0.1	3	0.6	0.1	2
CC(=O)Nc1cc(C(F)(F)F)ccc1OCC1CCCO1 (configuration not stated)	1.6	·	0.14	-8	0.6	0	0.59	·	·
COCCCN1C(=O)C(=O)/C(=C(/O)c2ccc(OC(C)C)cc2)C1c1ccc(O)c(OC)c1 (configuration not stated)	-0.8	-1	-2.6	-1	0.6	-9	0.72	0.3	-4
Cc1cc(NC(=O)CSc2nccn2-c2ccc(Cl)cc2)no1	-2.4	-1	-0.038	-8	-0.1	-12	-0.51	-0.7	-12
CC(=O)Nc1ccc(S(=O)(=O)N2CCN(c3cc(C)nc4ccccc34)CC2)cc1	-3.5	4	-2.3	-3	0.7	-7	-0.17	-1.3	-3
O=C(Nc1ccccc1C(=O)NC1CCCC1)NC1CCCC1	-1.9	-1	0.14	-9	0.3	-5	0.079	-0.9	-13
COc1cccc(CNC(=O)C2CCN(C(=O)N(C)C)CC2)c1	-0.5	-6	0.32	-8	0.0	-6	-0.23	0.2	-2
Cc1n[nH]c(C)c1S(=O)(=O)N1CCCC(C(=O)Nc2nccs2)C1 (configuration not stated)	-2.5	-1	-0.54	0	-1.1	1	0.15	0.6	-8
Cc1cccc(CCNC(=O)CCc2nc(-c3ccccc3F)no2)c1	0.0	-3	-0.081	0	1.5	-6	0.11	-0.3	-18
Nc1nnc(-c2ccncc2)s1	1.3	8	-0.34	10	-0.6	5	-0.12	-1.6	6
O=c1[nH]c(N2CCc3ccccc3C2)nc2c1CCC2	0.8	-4	0.014	-9	-0.1	-4	0.47	-0.1	-3
CN1C(=O)N(S(=O)(=O)c2ccc(F)c(F)c2F)C(=O)C1(C)C	-0.5	0	-0.21	-13	0.0	-19	0.51	0.4	-2
CCN(CC)C(=O)CSc1nnc(-c2cc3ccccc3cc2O)n1CC	1.4	-4	-3.4*	-12	0.0	-7	-0.25	0.1	3
COc1ccccc1NC(=O)CN1CCN(CC(=O)Nc2ccc(Cl)c(C(F)(F)F)c2)CC1	3.0	-8	0.092	-6	2.0	-4	0.8	-1.2	6
O=C1NC(Nc2nc3ccccc3s2)(C(F)(F)F)C(=O)N1C1CCCCC1 (configuration not stated)	-0.9	-1	-3.7*	-13	0.7	23	-0.75	-0.5	·
Cc1cccc(N(CC(=O)NC2CCCCC2)C(=O)c2c(C)noc2C)c1	-1.4	·	-0.1	-7	0.3	29	0.24	·	·
CCC(=O)Nc1ccc(NC(=O)c2cccc(OC)c2)nc1	0.1	-11	0.0068	-7	-0.1	-12	-0.32	0.8	14
CCn1cc(C(=O)NCCCN(C)c2ccccc2)c(=O)c2cc(S(=O)(=O)N(C)C)ccc21	0.3	-6	-0.17	13	1.3	-17	0.022	0.2	8
Cc1ccc(-n2nc(C)c3c2OC(N)=C(C#N)C3c2ccoc2)cc1 (configuration not stated)	-2.6	4	-0.49	8	-1.5	20	-0.27	-0.5	23
CCOc1nonc1C(=N)/C(C(C)=O)=C(\C)O	-4.5	-1	-0.68	8	-0.5	-12	-0.16	-1.5	-8
Cc1ccc(-c2cn3cccnc3n2)cc1NC(=O)c1ccc(Br)o1	0.3	·	-0.14	0	0.9	6	-0.054	·	·
Cc1ccc(CNC(=O)Cn2ccc3ccccc3c2=O)o1	-3.3	7	·	-6	-0.9	1	·	0.3	-25
CCn1c(N)nc2ccccc21	-2.8	-6	-2.5*	10	-0.3	7	-1.1	-0.5	-46
COC(=O)c1[nH]c2cc(C)ccc2c1NC(=O)CN1CCN(C(=O)c2ccco2)CC1	-1.2	-6	-0.56	-5	0.5	6	-0.13	-1.4	-8
Cc1ccc2nc(N3CCN(Cc4nnnn4Cc4ccccc4)CC3)c(C#N)cc2c1	1.6	-5	-0.6	-4	0.1	-2	0.11	0.8	-22
Cc1cccc2cc(COC(=O)C(C)C)c(=O)[nH]c12	-2.7	2	0.45	1	-1.3	-9	-0.57	-0.2	-9
O=C1OCCC1Sc1ncnc2sccc12 (configuration not stated)	4.8	0	-0.083	8	0.1	1	0.089	-0.6	6
O=C1c2ccccc2C(=O)N1CCc1nc(-c2ccccn2)no1	-0.5	-2	1.1	2	-0.4	-2	-0.034	-0.2	·
CCOC(=O)C1C(=O)NCC2CCCC21 (configuration not stated)	-0.9	8	1.2	-5	0.1	-9	0.013	-0.6	-21
O=C(c1ccccc1)c1ccc(N2CCCC2)cc1	-1.3	·	-0.28	3	0.1	-1	-0.04	·	·
Cc1nc(N2CCN(c3ccccc3)CC2)c2c3c(sc2n1)CCC3	1.1	-7	0.48	-16	2.1	9	-0.52	0.0	-24
COc1cccc2sc(NC(=O)c3ccc(S(=O)(=O)N4CCOCC4)cc3)nc12	-1.4	0	-0.078	-12	0.9	-2	-0.39	-0.2	14
O=c1cc(CO)oc(CN2CCC(Cc3ccccc3)CC2)c1O	-2.2	7	-0.0068	0	1.4	2	1.8	-0.2	-4
COc1cccc(-c2nnc(SCC(=O)Nc3ccc(S(N)(=O)=O)cc3)n2C)c1	-1.5	-1	-0.44	-5	-0.5	-12	0.1	1.1	5
COc1ccccc1OCCSc1nnnn1-c1ccc(C)cc1	-1.3	10	-0.2	0	0.1	1	0.82	-1.7	-9
O=S(=O)(NCc1cccs1)c1cccc2cccnc12	-4.8	-13	0.065	-5	-0.5	3	0.25	0.8	-16
